# Source: PubChem BioAssay
# KCNQ1 block: human KCNQ1 channel inhibition; P51787; CHO-K1 KCNQ1, FluxOR thallium flux fluorescence; hits give high values; B-score at 10 µM; 310,000 compounds, 1.3% hits;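 active = compounds whose thallium flux B-score, printed positive for inhibition, exceeds three library SD while starting fluorescence stays within three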;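 also: channel opened by potassium depolarization with thallium stimulus after 20 min compound exposure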
# ANO1 activ: mouse TMEM16A channel activation, primary screen; B-score at 10 µM; 340,000 compounds, 0.3% hits; HEK293 TMEM16A/YFP-H148Q/I152L, iodide quench fluorescence; hits give low values;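 active = fluorescence-ratio B-score plate-corrected deviation score at least 3 library SD below zero, with starting fluorescence score within 5 deviations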;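 also: channel opened by trigger with iodide after compound preincubation; score built on the fluorescence ratio of max minus min over baseline; more negative score means more quench and so TMEM16A activation or potentiation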
# KCNK3 block: human KCNK3 channel inhibition, primary screen; AID 602410; 340,000 compounds, 0.84% hits; O14649; CHO-KCNK3 thallium flux, FluxOR fluorescence; hits give low values; B-score at 10 µM;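 active = B-score under library mean minus 4 SD, starting fluorescence ratio at most library mean plus 5 SD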;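 also: more negative B-score means stronger inhibition of thallium flux through KCNK3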
# Target sequence (O14649 whole entry, looked up): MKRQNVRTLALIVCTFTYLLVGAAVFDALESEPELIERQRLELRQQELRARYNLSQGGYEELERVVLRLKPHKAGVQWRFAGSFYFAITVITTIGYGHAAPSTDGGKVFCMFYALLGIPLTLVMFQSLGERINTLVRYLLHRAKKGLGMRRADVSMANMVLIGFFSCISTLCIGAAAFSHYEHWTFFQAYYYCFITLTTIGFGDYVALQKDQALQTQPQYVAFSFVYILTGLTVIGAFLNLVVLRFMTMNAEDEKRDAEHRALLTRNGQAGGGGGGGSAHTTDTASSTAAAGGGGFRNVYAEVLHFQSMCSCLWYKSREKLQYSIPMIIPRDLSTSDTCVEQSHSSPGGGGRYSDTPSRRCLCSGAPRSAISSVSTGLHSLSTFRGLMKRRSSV
# RGS4 block: human RGS4 inhibition. P49798. 310,000 compounds, 0.45% hits. HEK293 M3R/RGS4 inducible, Fluo-4 calcium flux; hits give high values; triggered by carbachol at its EC20. B-score at 10 µM;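 active = B-score, a plate-corrected calcium signal, over three deviations above library mean, with baseline fluorescence within five deviations of library mean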;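 also: RGS4 expression induced by doxycycline in cells with stable M3 receptor; B-score is computed from the integrated fluorescence ratio over baseline after carbachol; higher B-score means a larger calcium signal and so more RGS4 inhibition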
# Target sequence (P49798 whole entry, looked up): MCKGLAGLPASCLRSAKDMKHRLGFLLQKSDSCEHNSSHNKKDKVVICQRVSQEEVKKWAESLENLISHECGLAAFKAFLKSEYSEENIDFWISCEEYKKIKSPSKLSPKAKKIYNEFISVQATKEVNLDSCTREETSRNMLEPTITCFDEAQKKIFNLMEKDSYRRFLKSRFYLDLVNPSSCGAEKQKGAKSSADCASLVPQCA
# MrgX1 PAM: human MrgX1 positive allosteric modulation, primary screen. Q96LB2. MrgX1-HEK293, Fluo-4 calcium flux, FDSS; hits give high values. B-score at 10 µM. 310,000 compounds, 0.63% hits. AID 588675;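 active = plate-corrected calcium response at least 3 library SD above typical, normal starting fluorescence, not activating the receptor alone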;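 also: compound read alongside a low EC10 to EC30 dose of BAM8-22 agonist; peak minus trough fluorescence over baseline measured at the second addition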
# Target sequence (Q96LB2 whole entry, looked up): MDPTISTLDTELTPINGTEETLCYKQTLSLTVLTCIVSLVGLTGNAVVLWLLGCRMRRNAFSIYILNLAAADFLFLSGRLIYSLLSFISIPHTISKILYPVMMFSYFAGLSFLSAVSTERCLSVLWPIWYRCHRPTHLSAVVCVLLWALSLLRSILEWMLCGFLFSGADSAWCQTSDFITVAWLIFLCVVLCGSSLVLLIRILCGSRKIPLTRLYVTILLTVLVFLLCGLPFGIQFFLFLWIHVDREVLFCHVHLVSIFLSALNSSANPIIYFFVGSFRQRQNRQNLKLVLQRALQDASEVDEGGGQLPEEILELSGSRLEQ
# MrgX1 ag: human MrgX1 receptor agonism, primary screen | B-score at 10 µM | MrgX1-HEK293 cells, Fluo-4 calcium fluorescence, agonist mode; hits give high values | 310,000 compounds, 0.44% hits | Q96LB2 | AID 588627;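 active = calcium response B-score plate-corrected fluorescence ratio at least 3 library SD, with starting fluorescence B-score inside 5 SD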
#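 Assay system: MrgX1-expressing HEK293 cells / Amount: fifteen thousand cells per well / Doses: test compound in the initial addition of three / Timing: cells plated overnight, dye loaded 0.5 h 37 °C, 0.5 h room temperature / Technique: kinetic calcium dye fluorescence, Fluo-4 NW / Control set: positive and negative controls per plate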
# KCNK9 inh: inhibitors of human KCNK9 two-pore domain potassium channel; B-score at 10 µM; HEK293 KCNK9, FluxOR thallium flux fluorescence; hits give low values; Q9NPC2; 310,000 compounds, 1.2% hits;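 active = ratio B-score over 3 SD below the library mean, with starting fluorescence within 5 SD of its mean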;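 also: negative B-score means less thallium flux so channel inhibition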
# TMEM16A inh: blocks the mouse calcium-activated chloride channel TMEM16A; normalized B-score (activity score, 25-100; higher = stronger inhibition) at 10 µM; AID 588511; Q8BHY3; HEK293 TMEM16A/YFP iodide influx fluorescence, ionomycin; 310,000 compounds, 1.2% hits;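 active = ratio plate-corrected score three or more library SD toward inhibition, starting fluorescence score within five deviations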;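 also: score derived from kinetic fluorescence span divided by baseline fluorescence per well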
# RGS4 pot: RGS4 potentiation or activation; B-score at 10 µM; HEK293 M3R/inducible RGS4, carbachol calcium flux Fluo4; hits give low values; 310,000 compounds, 0.92% hits; AID 463111;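 active = B-score of the integrated calcium signal more than 4 SD below the library mean, with starting fluorescence not abnormally high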;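 also: negative B-score means reduced calcium response which marks RGS4 activation or potentiation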
#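 System – HEK293 FlpIn-TREx cells, stable M3R, doxycycline-inducible RGS4 · Reagent – ECmax carbachol challenge · Times – compound preincubation 20 min at room temperature before agonist · Technique – Fluo4 fluorescence kinetic imaging of calcium · Measure – B score of integrated Fluo4 ratio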
# KCNQ1 act: potentiators or activators of human KCNQ1 potassium channel | P51787 | CHO-K1 KCNQ1, thallium flux FluxOR fluorescence; hits give high values | B-score at 10 µM | 310,000 compounds, 0.35% hits;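 active = fluorescence ratio B-score, a plate-corrected score, at least three library SD, with initial intensity B-score within 5 SD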
#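 Assay system: stable KCNQ1 CHO-K1 line; medium: assay buffer, equal DMSO in all wells; timing: 90 min dye loading and 20 min compound exposure, both at room temperature; technique: kinetic FluxOR thallium fluorescence, 10-s 1-Hz baseline, 110-s post-stimulus read; read-out basis: B score of baseline-normalized fluorescence ratio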
# hERG protect: compounds protecting human hERG from proarrhythmic drug block. AID 1511. CHO-hERG, FluxOR thallium flux, dofetilide IC70 present. activation (rescue from dofetilide block), less the hit threshold, % at 10 µM. 310,000 compounds, 0.51% hits. Q12809;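 active = activation above the mean of controls blocked by dofetilide plus 5 SD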;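 also: thallium influx through hERG after potassium depolarization seen as dye fluorescence rise; in these data hits start at about 4.7%; inactives centre near -7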
# The depositor's hits bear a star; i = inactive; nt = no result given.
# Values run as follows: KCNQ1 block | ANO1 activ | KCNK3 block | RGS4 block | MrgX1 PAM | MrgX1 ag | KCNK9 inh | TMEM16A inh | RGS4 pot | KCNQ1 act | hERG protect
CCOC(=O)c1cc2ccccc2n1CC(=O)c1ccccc1
    i | i | i | i | i | i | i | i | i | i | 0
O=C(COc1ncnc2cc([N+](=O)[O-])ccc12)N(CCc1ccccc1)Cc1ccccc1
    i | i | i | i | i | i | i | i | i | i | -4
COc1cc(C)nc(NC(=S)N(C)C(=O)c2ccccc2)n1
    i | i | i | i | i | i | i | i | i | i | -10
CS(=O)(=O)N(CC(=O)N1CCCC1)c1cccc(Cl)c1
    i | i | i | i | i | i | i | i | i | i | -11
COc1ccc(-c2csc3ncnc(N4CCN(c5ccccc5OC)CC4)c23)cc1
    i | i | i | i | i | i | i | i | -8.6* | i | -13
CC1CN(CC(=O)Nc2ccc([N+](=O)[O-])cc2Br)CC(C)O1 (stereo not drawn)
    i | i | i | i | i | i | i | i | i | i | -12
Oc1cc2c(cc1CN1CCN(c3ncccn3)CC1)OCO2
    i | i | i | i | i | i | i | i | i | i | -5
CCn1cc(CNCc2cn(C)nc2-c2ccc(C3CCCCC3)cc2)cn1
    i | i | i | i | nt | nt | i | nt | i | i | -7
COc1cc(N2C(=O)CC3(CCCC3)CC2=O)cc(OC)c1OC
    i | i | i | i | i | i | i | i | i | i | -12
O=C(COc1ccc2c(c1)OCO2)Nc1ccc2c(c1)oc1ccccc12
    i | i | i | i | i | i | i | i | i | i | -10
S=c1[nH]nc(CSCCOc2ccccc2)o1
    i | i | i | i | i | i | i | i | i | i | -6
Cc1ccccc1-c1noc(C2CCCCC2)n1
    i | i | i | i | i | i | i | i | i | i | -3
Cc1ccccc1CNC(=O)Cn1cnc(S(=O)(=O)N2CCCC2)c1
    i | i | i | i | i | i | i | i | i | i | -6
CC(C)n1nc(C(=O)Nc2nc3ccccc3[nH]2)c2ccccc2c1=O
    i | i | i | i | i | i | i | i | -9.5* | i | -6
COC(=O)Nc1ccc(S(=O)(=O)N2CCC(C(=O)N3CCCCC3C)CC2)cc1 (stereo not drawn)
    i | i | i | i | i | i | i | i | i | i | -5
CCOc1ccc(/C(O)=C2\C(=O)C(=O)N(CCOCCO)C2c2ccccc2OC)cc1 (stereo not drawn)
    i | i | i | i | i | i | i | i | i | i | -5
CCCC(=O)Nc1ccc(S(=O)(=O)N2CCC(c3nc4ccccc4[nH]3)CC2)cc1
    i | i | i | i | i | i | i | i | i | i | -17
Cc1ccc(N/N=C/C=C/c2ccco2)cc1
    i | i | i | i | i | i | i | i | i | i | -8
COc1ccccc1-c1noc(CCCC(=O)Nc2ccc(C(N)=O)cc2)n1
    i | i | i | i | i | i | i | i | i | i | 0
Cc1ccc(C23CC4CC(CC(NC(=O)NCCN(C)C)(C4)C2)C3)cc1
    i | i | i | i | i | i | i | i | i | i | -6
O=C(Nc1ccccc1)c1ccc(-c2ccccc2)s1
    i | i | i | i | i | i | i | i | i | i | -6
COC(=O)c1c(NC(=O)CSc2nncs2)sc2c1CCCCC2
    i | i | i | i | i | i | i | i | i | i | -3
O=C(NCCn1cccc1)c1cccc2ccccc12
    i | i | i | i | i | i | i | i | i | i | 0
O=C(NCCN1CCN(c2ccccc2)CC1)Nc1ccc(Cl)cc1
    i | i | i | i | i | i | i | i | i | i | -4
CS(=O)(=O)NCCCCNc1ccc(C(F)(F)F)cc1[N+](=O)[O-]
    i | i | i | i | i | i | i | i | i | i | -6
COc1cc(NC(=S)NCCCN2CCOCC2)cc(OC)c1OC
    i | i | i | i | i | i | i | i | i | i | -4
COc1ccc(/C=C/C(=O)c2c(O)ccc3c(C)cc(=O)oc23)cc1
    i | i | i | i | i | i | i | i | i | i | -14
OC(c1cc(-c2ccc(C(F)(F)F)cc2)nc(C(F)(F)F)c1)C1CCCCN1 (stereo not drawn)
    i | i | i | i | i | i | i | i | -7.8* | i | -16
NC(=O)C1CCN(C(=O)CC(c2ccccc2)c2ccccc2)CC1
    i | i | i | i | i | i | i | i | i | i | 1
CCOc1ncccc1C(=O)OCc1ccc(C(=O)OC)cc1
    i | i | i | i | i | i | i | i | i | i | -14
Cc1ccccc1NC(=O)NC(C)(C)CC(C)(C)C
    i | i | i | i | i | i | i | i | i | i | -12
CCOC(=O)COn1c(=O)c(-c2ccc(C)cc2)[n+]([O-])c2ccccc21
    i | i | i | i | i | i | i | i | i | i | -9
O=C(Nc1cccnc1)c1cc(-c2ccccc2O)on1
    i | i | i | i | i | i | i | i | i | i | -13
Cc1[nH]n(-c2ccccc2)c(=O)c1C(C[N+](=O)[O-])c1ccc(Cl)cc1 (stereo not drawn)
    i | i | i | 10* | i | 32* | i | i | i | i | -8
COc1ccc(/C=C2/Sc3ccc(C(=O)N4CCc5ccccc5C4)cc3NC2=O)cc1
    i | i | i | i | i | i | i | i | i | i | -7
CC(COS(N)(=O)=O)Cc1ccc(C(F)(F)F)cc1 (stereo not drawn)
    i | i | i | i | i | i | i | i | i | i | -7
CC(OC(=O)CNC(=O)c1ccc(Cl)c([N+](=O)[O-])c1)C(=O)NCc1ccco1 (stereo not drawn)
    i | i | i | i | i | i | i | i | i | i | -9
CCn1nc([N+](=O)[O-])c(C(C#N)c2nc3cc(C(F)(F)F)ccc3s2)c(Cl)c1=O (stereo not drawn)
    i | i | i | i | i | i | i | i | i | i | -9
CCCCCN(C(=O)NC(=O)NCCCC)S(C)(=O)=O
    i | i | i | i | i | i | i | i | i | i | -9
C/C(=C\c1ccco1)C1C(C#N)=C(N)Oc2n[nH]c(-c3ccccc3)c21 (stereo not drawn)
    i | i | i | i | i | i | i | i | i | i | -13

# Some of the entries above, set out differently:
smiles | KCNQ1 block | ANO1 activ | KCNK3 block | RGS4 block | MrgX1 PAM | MrgX1 ag | KCNK9 inh | TMEM16A inh | RGS4 pot | KCNQ1 act | hERG protect
CCn1nc([N+](=O)[O-])c(C(C#N)c2nc3cc(C(F)(F)F)ccc3s2)c(Cl)c1=O (stereo not drawn) | i | i | i | i | i | i | i | i | i | i | -9
COc1ccc(/C=C2/Sc3ccc(C(=O)N4CCc5ccccc5C4)cc3NC2=O)cc1 | i | i | i | i | i | i | i | i | i | i | -7

# (list continues)
# Values run as follows: KCNQ1 block | ANO1 activ | KCNK3 block | RGS4 block | MrgX1 PAM | MrgX1 ag | KCNK9 inh | TMEM16A inh | RGS4 pot | KCNQ1 act | hERG protect
Cc1cc(OCC(=O)NCCc2c[nH]c3ccccc23)c2c(C)c(C)c(=O)oc2c1
    i | i | i | i | i | i | i | i | i | i | -4
COc1cccc(C(=O)Nc2ccncc2)c1
    i | nt | nt | i | i | i | i | i | i | i | -12
Cc1cc(=O)[nH]c(N/N=C/CCc2ccccc2)n1
    i | i | i | i | i | i | i | i | i | i | -3
COC(=O)C1=C(C)N(CCCC(=O)O)C(=O)NC1c1cccs1 (stereo not drawn)
    i | i | i | i | i | i | i | i | i | i | -7
O=C(CSc1ccc2nnc(-c3ccccn3)n2n1)NCC1CCCO1 (stereo not drawn)
    i | i | i | i | i | i | i | i | i | i | -3
N#C/C(=C\c1cc(Cl)c(OCc2ccc(Cl)cc2)c(Cl)c1)C(N)=O
    i | nt | nt | i | i | i | i | i | i | i | -8
COc1ccc(CCNC(=O)CSc2n[nH]c(N)n2)cc1OC
    i | i | i | i | i | i | i | i | i | i | -4
Nc1ccc(NC(=O)CCN2CCOCC2)cc1
    i | i | i | i | i | i | i | i | i | i | 2
CCCCN(Cc1ccccc1)S(=O)(=O)c1c(N)n(C)c(=O)n(C)c1=O
    i | i | i | i | i | i | i | i | i | i | -9
CNC(=S)N1N=C(c2ccc(Br)cc2)CC1c1ccc(OC)cc1 (stereo not drawn)
    i | i | i | i | i | i | i | i | i | i | -1
Cc1nn(-c2ccc(F)cc2)c(Cl)c1C(=O)N(C)CC(=O)Nc1cccc(F)c1
    i | i | i | i | i | i | i | i | i | i | -11
CCC(CC)NC(=O)C1CC(=O)N(CCc2ccc(F)cc2)C1 (stereo not drawn)
    i | i | i | i | i | i | i | i | i | i | -5
Cc1ccc(C(=O)c2c[nH]c(C(=O)NCCCN3CCOCC3)c2)cc1
    i | i | i | i | i | i | i | i | i | i | -15
O=C(COc1ccccc1Cl)NCCNC(=O)c1ccccn1
    i | i | i | i | i | i | i | i | i | i | -4
NC(=O)C(c1ccc(Cl)cc1Cl)c1ncc(C(F)(F)F)cc1Cl (stereo not drawn)
    i | i | i | i | i | i | i | i | i | i | -17
Cc1ccc(/C=C/C(=O)Nc2ccccc2C(N)=O)cc1
    i | i | i | i | i | i | i | i | i | i | -14
O=C(O)c1ccc(CSc2nnc(-c3ccccc3)n2-c2ccccc2)cc1
    i | i | i | i | i | i | i | i | i | i | -8
COC(=O)C(Cc1c[nH]c2ccccc12)NC(=O)c1cccs1 (stereo not drawn)
    i | i | i | i | i | i | i | i | i | i | -12
Cc1ccc(NC(=O)CS(=O)CC(=O)Nc2cnc3ccccc3c2)cc1Cl (stereo not drawn)
    i | i | i | i | i | i | i | i | i | i | -4
O=C(CCCOc1ccc(Cl)cc1Cl)Nc1ncccn1
    i | i | i | i | i | i | i | i | i | i | -8
COC(=O)[C@H](C)NC(=O)NCc1ccccc1F
    i | i | i | i | i | i | i | i | i | i | -6
CCC(C)C(NC(=O)c1ccccc1NC(=O)c1ccc(OC)cc1)C(=O)NCCCn1ccnc1 (stereo not drawn)
    i | i | i | i | i | i | i | i | i | i | -8
COc1ccc(CN2CCNC(=O)C2CC(=O)NCCCC2CCCC2)c(F)c1 (stereo not drawn)
    i | i | i | i | i | i | i | i | i | i | -10
Cc1cc(C)c(C(CC(=O)c2cccs2)C(C#N)C#N)c(C)c1 (stereo not drawn)
    i | i | i | i | i | i | i | i | i | i | -7
COc1cc(C2NC(=O)N(C)C(C)=C2C(=O)OCc2ccccc2)cc(Br)c1O (stereo not drawn)
    i | i | i | i | i | i | i | i | i | i | -10
COc1ccc(N2CCN(C(=S)Nc3ccccc3)CC2)cc1
    i | i | i | i | i | i | i | i | i | i | -4
